Mtb BioA inh: blocks M. tuberculosis BioA enzyme activity. purified M. tuberculosis BioA enzyme, plate reader. inhibition, % at 9.99 µM. hit rate 0.096% among 360,000; in the data active = inhibition above about 40%
The depositor's hits bear a star. Only part of the results is shown; the hit share may differ from the screen's.

SMILES	Mtb BioA inh
C[C@@H]1CN([C@H](C)CO)C(=O)Cc2cc(NS(=O)(=O)c3cccs3)ccc2O[C@H]1CN(C)C	4.1
Cc1noc(C)c1NC(=O)N(C)C[C@@H]1Oc2ccc(NC(=O)Nc3ccc4c(c3)OCO4)cc2C(=O)N([C@H](C)CO)C[C@H]1C	1.9
C/C=C/c1cnc2c(c1)C(=O)N([C@@H](C)CO)C[C@@H](C)[C@H](CN(C)S(=O)(=O)c1ccccc1F)O2	5.3
COCCNC(=O)C[C@@H]1CC[C@H]2[C@H](COc3ccc(NC(=O)C4CCOCC4)cc3C(=O)N2C)O1	-3.9
O=C(N[C@@H]1CC[C@@H](CCn2cc(C3(O)CCCC3)nn2)O[C@@H]1CO)C1CCCCC1	-1.8
CC(=O)Nc1ccc2c(c1)C(=O)N(C)[C@H]1CC[C@H](CC(=O)NCc3ccc(Cl)cc3)O[C@H]1CO2	1.7
CO[C@H]1CN(C)C(=O)c2cc(NC(=O)Nc3cccc(F)c3)ccc2OC[C@H](C)NC[C@H]1C	2.1
C[C@@H]1CN([C@H](C)CO)C(=O)c2cc(-c3cccc(F)c3)cnc2O[C@H]1CN(C)C(=O)Nc1cc(F)ccc1F	16
COc1ccc(S(=O)(=O)N(C)C[C@@H]2Oc3ccc(NC(=O)Nc4ccccc4)cc3C(=O)N([C@H](C)CO)C[C@@H]2C)cc1	4.5
CC(C)C#Cc1cnc2c(c1)C(=O)N([C@H](C)CO)C[C@H](C)[C@@H](CN(C)C(=O)Nc1cc(F)ccc1F)O2	2.5
C[C@@H]1CN([C@@H](C)CO)C(=O)c2cccc(NC(=O)C3CCCCC3)c2O[C@H]1CN(C)Cc1ccncc1	1.1
Cc1noc(C)c1S(=O)(=O)N(C)C[C@H]1OCCCC[C@H](C)Oc2ccc(NC(=O)Cc3ccccc3)cc2C(=O)N([C@@H](C)CO)C[C@H]1C	-0.6
Cc1ccc(S(=O)(=O)N(C)C[C@H]2Oc3ccc(NC(=O)CCCN(C)C)cc3CC(=O)N([C@@H](C)CO)C[C@H]2C)cc1	-1.4
C[C@H](CO)N1C[C@H](C)[C@H](CN(C)S(=O)(=O)c2ccc(Cl)cc2)Oc2ccc(NC(=O)Cc3cn(C)c4ccccc34)cc2C1=O	-4.3
CC(C)NC(=O)Nc1ccc2c(c1)CC(=O)N([C@@H](C)CO)C[C@@H](C)[C@H](CN(C)C(=O)Nc1ccc(C(F)(F)F)cc1)O2	-2.0
CO[C@H]1CN(C)C(=O)c2cc(NC(=O)c3ccccc3)ccc2OC[C@H](C)N(C(C)=O)C[C@H]1C	-0.6
CC(C)C#Cc1ccc([C@H]2[C@@H](C#N)N(C(=O)c3cccc(F)c3)[C@@H]2CO)cc1	-0.1
C[C@H](CO)N1C[C@H](C)[C@@H](CN(C)Cc2ccc3c(c2)OCO3)OCCCC[C@H](C)Oc2ccc(NS(C)(=O)=O)cc2C1=O	-1.3
C[C@H](CO)N1C[C@H](C)[C@H](CN(C)C(=O)Nc2cccc3ccccc23)OCCCC[C@H](C)Oc2ccc(NS(C)(=O)=O)cc2C1=O	-1.9
C[C@@H]1CCCCO[C@H](CN(C)C)[C@H](C)CN([C@@H](C)CO)C(=O)c2cc(NC(=O)Nc3ccc(F)cc3)ccc2O1	17
Cc1noc(C)c1S(=O)(=O)N(C)C[C@@H]1OCCCC[C@@H](C)Oc2ccc(NC(=O)NC(C)C)cc2C(=O)N([C@@H](C)CO)C[C@@H]1C	1.7
C[C@H](CO)N1C[C@H](C)[C@@H](CN(C)S(C)(=O)=O)OCCCC[C@H](C)Oc2ccc(NC(=O)Cc3ccccc3)cc2C1=O	20
COCC(=O)Nc1ccc2c(c1)C(=O)N(C)[C@@H]1CC[C@@H](CC(=O)N3CCc4ccccc4C3)O[C@H]1CO2	-0.1
COc1ccccc1C#Cc1ccc([C@H]2[C@H](CO)N3CCCCN(C(=O)C4CCCC4)C[C@@H]23)cc1	-5.1
CC(C)NC(=O)N(C)C[C@H]1OCCCC[C@H](C)Oc2ccc(NS(=O)(=O)c3cccs3)cc2C(=O)N([C@@H](C)CO)C[C@@H]1C	-0.2
C[C@H](CO)N1C[C@H](C)[C@H](CN(C)Cc2ccccn2)Oc2cc(C#C[C@@H](C)O)ccc2S1(=O)=O	-0.4
COCC(=O)N1C[C@H](C)[C@H](OC)CN(C)C(=O)c2cc(NC(=O)c3ccccc3)ccc2OC[C@@H]1C	-7.0
CO[C@@H]1CN(C)C(=O)c2ccc(NC(=O)Nc3ccccc3Cl)cc2OC[C@H](C)NC[C@@H]1C	1.1
Cc1ccc(S(=O)(=O)N2C[C@@H](O)COC[C@@H]3O[C@@H](CC(=O)N[C@H]4CCN(Cc5ccccc5)C4)CC[C@H]32)cc1	0.4
CNC(=O)C[C@H]1CC[C@H]2[C@@H](COc3ccc(NC(=O)Nc4ccc(F)c(F)c4)cc3C(=O)N2C)O1	12
CCCNC(=O)[C@@H]1[C@@H](CO)[C@@H]2Cn3c(ccc(-c4ccc(F)cc4)c3=O)[C@H]1N2C(=O)NC(C)C	0.7
Cc1noc(C)c1NC(=O)N(C)C[C@@H]1Oc2c(NS(C)(=O)=O)cccc2C(=O)N([C@H](C)CO)C[C@@H]1C	-5.1
CCN(C[C@@H]1N[C@@H](CO)[C@@H]1c1ccccc1)C(=O)c1ccncc1	-2.3
C[C@@H]1CCCCO[C@H](CN(C)Cc2ccc(C(=O)O)cc2)[C@@H](C)CN([C@@H](C)CO)C(=O)c2cc(NC(=O)Nc3cccc4ccccc34)ccc2O1	-0.1
C[C@@H]1CN([C@@H](C)CO)C(=O)c2cc(NC(=O)Cc3cn(C)c4ccccc34)ccc2O[C@H]1CN(C)Cc1ccc(Oc2ccccc2)cc1	-2.9
COc1ccc(S(=O)(=O)Nc2ccc3c(c2)C(=O)N([C@@H](C)CO)C[C@@H](C)[C@H](CN(C)S(=O)(=O)c2ccc(Cl)cc2)OCCCC[C@H](C)O3)cc1	0.2
Cc1ccc(S(=O)(=O)N(C)C[C@@H]2Oc3ccc(NC(=O)Nc4c(C)noc4C)cc3C(=O)N([C@H](C)CO)C[C@H]2C)cc1	-0.8
COc1ccc(S(=O)(=O)Nc2ccc3c(c2)CC(=O)N([C@@H](C)CO)C[C@@H](C)[C@@H](CN(C)C(=O)Nc2ccccc2)O3)cc1	1.4
C[C@@H]1CN([C@H](C)CO)C(=O)c2cccc(NC(=O)C3CCOCC3)c2O[C@H]1CN(C)C(=O)NC1CCCCC1	-0.4
CCN(C[C@H]1N[C@@H](CO)[C@H]1c1ccccc1)C(=O)c1ccccc1	-0.3
C[C@@H]1CN([C@@H](C)CO)C(=O)c2cccc(NC(=O)NC3CCCCC3)c2O[C@H]1CN(C)Cc1ccc2c(c1)OCO2	-0.4
C[C@H](CO)N1C[C@H](C)[C@@H](CN(C)Cc2ccncc2)OCCCC[C@H](C)Oc2ccc(NC(=O)Nc3ccc(C(F)(F)F)cc3)cc2C1=O	3.2
COc1cccc(NC(=O)Nc2ccc3c(c2)C(=O)N(C)C[C@@H](OC)[C@@H](C)CN[C@@H](C)CO3)c1	-0.7
C[C@@H]1CCCCO[C@H](CN(C)C(=O)Nc2cccc3ccccc23)[C@@H](C)CN([C@H](C)CO)C(=O)c2cc(NC(=O)Nc3ccccc3)ccc2O1	-3.8
Cc1noc(C)c1NC(=O)N(C)C[C@@H]1OCCCC[C@@H](C)Oc2ccc(NC(=O)C3CCCCC3)cc2C(=O)N([C@H](C)CO)C[C@H]1C	1.5

Reformatted in CSV form: entries from further up
smiles,Mtb BioA inh
CCCNC(=O)[C@@H]1[C@@H](CO)[C@@H]2Cn3c(ccc(-c4ccc(F)cc4)c3=O)[C@H]1N2C(=O)NC(C)C,0.7
Cc1noc(C)c1NC(=O)N(C)C[C@@H]1Oc2c(NS(C)(=O)=O)cccc2C(=O)N([C@H](C)CO)C[C@@H]1C,-5.1
CCN(C[C@@H]1N[C@@H](CO)[C@@H]1c1ccccc1)C(=O)c1ccncc1,-2.3
C[C@@H]1CCCCO[C@H](CN(C)Cc2ccc(C(=O)O)cc2)[C@@H](C)CN([C@@H](C)CO)C(=O)c2cc(NC(=O)Nc3cccc4ccccc34)ccc2O1,-0.1
C[C@@H]1CN([C@@H](C)CO)C(=O)c2cc(NC(=O)Cc3cn(C)c4ccccc34)ccc2O[C@H]1CN(C)Cc1ccc(Oc2ccccc2)cc1,-2.9
COc1ccc(S(=O)(=O)Nc2ccc3c(c2)C(=O)N([C@@H](C)CO)C[C@@H](C)[C@H](CN(C)S(=O)(=O)c2ccc(Cl)cc2)OCCCC[C@H](C)O3)cc1,0.2
Cc1ccc(S(=O)(=O)N(C)C[C@@H]2Oc3ccc(NC(=O)Nc4c(C)noc4C)cc3C(=O)N([C@H](C)CO)C[C@H]2C)cc1,-0.8
COc1ccc(S(=O)(=O)Nc2ccc3c(c2)CC(=O)N([C@@H](C)CO)C[C@@H](C)[C@@H](CN(C)C(=O)Nc2ccccc2)O3)cc1,1.4
C[C@@H]1CN([C@H](C)CO)C(=O)c2cccc(NC(=O)C3CCOCC3)c2O[C@H]1CN(C)C(=O)NC1CCCCC1,-0.4
CCN(C[C@H]1N[C@@H](CO)[C@H]1c1ccccc1)C(=O)c1ccccc1,-0.3
C[C@@H]1CN([C@@H](C)CO)C(=O)c2cccc(NC(=O)NC3CCCCC3)c2O[C@H]1CN(C)Cc1ccc2c(c1)OCO2,-0.4
C[C@H](CO)N1C[C@H](C)[C@@H](CN(C)Cc2ccncc2)OCCCC[C@H](C)Oc2ccc(NC(=O)Nc3ccc(C(F)(F)F)cc3)cc2C1=O,3.2

Later entries
SMILES	Mtb BioA inh
O=C(C[C@@H]1CC[C@@H]2[C@H](COC[C@@H](O)CN2C(=O)Nc2ccc(F)cc2)O1)NC1CCC1	-0.1
COCC#Cc1cnc2c(c1)C(=O)N([C@@H](C)CO)C[C@@H](C)[C@@H](CN(C)C(=O)c1cccnc1)O2	-1.3
COc1ccccc1-c1ccc([C@@H]2[C@@H](CO)N3CCCCN(S(=O)(=O)c4cn(C)cn4)C[C@H]23)cc1	5.2
C[C@@H]1CN([C@@H](C)CO)C(=O)c2cc(NC(=O)NC3CCCCC3)ccc2O[C@@H](C)CCCCO[C@H]1CN(C)Cc1ccc(C(=O)O)cc1	-1.3
CC(=O)n1cc([C@@H]2C=C(C(=O)N3CCCCCCC3)O[C@H](OCCCCO)C2)c2ccccc21	-0.2
Cc1ccc(S(=O)(=O)Nc2ccc3c(c2)CC(=O)N([C@H](C)CO)C[C@@H](C)[C@@H](CN(C)CC2CC2)O3)cc1	-1.3
CC(=O)NC[C@H]1[C@@H](c2ccc(-c3cccnc3)cc2)[C@H](CO)N1C(=O)C1CC1	16
C[C@H]1CN([C@@H](C)CO)C(=O)c2cc(NC(=O)Cn3cnnn3)ccc2O[C@@H]1CN(C)C(=O)Nc1ccccc1	-2.3
COc1cccc(S(=O)(=O)N(C)C[C@H]2Oc3cc(C4=CCCC4)ccc3S(=O)(=O)N([C@@H](C)CO)C[C@H]2C)c1	-0.9
C[C@@H]1CN([C@H](C)CO)C(=O)Cc2cc(NC(=O)CCC(F)(F)F)ccc2O[C@@H]1CN(C)Cc1ccncc1	0.4
Cc1cccc(S(=O)(=O)N2C[C@H]3[C@@H](c4ccccc42)[C@@H](CO)N3CC2CCCC2)c1	-4.4
COc1ccc(S(=O)(=O)Nc2ccc3c(c2)CC(=O)N([C@@H](C)CO)C[C@H](C)[C@H](CN(C)S(=O)(=O)c2cccs2)O3)cc1	2.5
CO[C@H]1CN(C)C(=O)c2ccc(NS(=O)(=O)c3ccccc3)cc2OC[C@H](C)N(Cc2ccccn2)C[C@@H]1C	-1.8
C[C@@H]1CCCCO[C@H](CN(C)C(=O)CCCN(C)C)[C@H](C)CN([C@H](C)CO)C(=O)c2cc(NC(=O)c3ccccc3)ccc2O1	-0.3
O=C(C[C@H]1C[C@@H]2c3cc(NC(=O)CC4CC4)ccc3O[C@@H]2[C@H](CO)O1)NCc1cc(F)ccc1F	-0.8
O=C(C[C@@H]1CC[C@@H]2[C@H](COC[C@H](O)CN2C(=O)c2ccc3c(c2)OCO3)O1)NC1CCC1	-1.0
O=C(C[C@H]1C[C@@H]2c3cc(NC(=O)C4CCOCC4)ccc3O[C@@H]2[C@H](CO)O1)NCCc1ccccc1	-1.0
C[C@@H]1CN([C@@H](C)CO)C(=O)Cc2cc(NC(=O)CCN3CCOCC3)ccc2O[C@H]1CN(C)Cc1ccc(C(=O)Nc2ccccc2N)cc1	-11
COCC(=O)N(C)C[C@H]1Oc2cc(-c3ccccc3)ccc2S(=O)(=O)N([C@@H](C)CO)C[C@@H]1C	-0.3
CCC(=O)N1[C@H](CO)[C@@H](c2ccccc2)[C@@H]1CNC(=O)CN1CCOCC1	-1.7
COc1ccccc1NC(=O)N[C@@H]1CC[C@@H](CCNS(=O)(=O)c2ccc(F)cc2)O[C@@H]1CO	-0.6
Cc1ccc(S(=O)(=O)N[C@@H]2CC[C@H](CC(=O)NC3CCCCC3)O[C@@H]2CO)cc1	-2.6
CC(C)NC[C@@H]1[C@H](c2ccc(C3=CCCCC3)cc2)[C@H](CO)N1C(=O)NC(C)C	-4.1
COc1ccc(NC(=O)N(C)C[C@@H]2Oc3ncc(C#CCC(C)C)cc3C(=O)N([C@H](C)CO)C[C@@H]2C)cc1	0.1
C[C@@H]1CCCCO[C@H](CN(C)C(=O)CCCN(C)C)[C@@H](C)CN([C@H](C)CO)C(=O)c2cc(NC(=O)CCC(F)(F)F)ccc2O1	0.3
C[C@H]1CN([C@@H](C)CO)C(=O)c2cc(-c3cccc(F)c3)cnc2O[C@H]1CN(C)C(=O)c1cccc(F)c1	3.7
C[C@@H]1CN([C@H](C)CO)C(=O)Cc2cc(NS(=O)(=O)c3cn(C)cn3)ccc2O[C@@H]1CN(C)Cc1ccc(Cl)c(Cl)c1	0.7
COc1cccc(-c2ccc3c(c2)O[C@H](CN(C)C(=O)C2CCC2)[C@H](C)CN([C@@H](C)CO)S3(=O)=O)c1	-0.1
C[C@H](CO)N1C[C@H](C)[C@H](CN(C)C(=O)NC2CCCCC2)Oc2ccc(NC(=O)NC3CCCCC3)cc2C1=O	1.1
C[C@H]1CN([C@@H](C)CO)C(=O)c2cc(C3=CCCC3)cnc2O[C@H]1CN(C)C(=O)Cc1ccncc1	-3.2
CC(C)NC(=O)Nc1cccc2c1O[C@@H](CN(C)C(=O)Nc1cccc3ccccc13)[C@@H](C)CN([C@H](C)CO)C2=O	0.0
C[C@@H]1CCCCO[C@@H](CN(C)C(=O)Nc2ccc3c(c2)OCO3)[C@@H](C)CN([C@H](C)CO)C(=O)c2cc(NS(=O)(=O)c3ccc(Cl)cc3)ccc2O1	-0.2
